# D1 antagonist: blocks dopamine activation of the human D1 receptor | P21728 | HEK293 TREx D1 cells, calcium flux, dopamine EC80; stronger effect = lower value | activity change, negative = inhibition, % at 10 µM | actives 3.2% (n = 360,000) | AID 504652; in the data active = activity change below about -30%; also: % is scaled to controls: 0 for no effect and ±100 for the full control effect
#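 HEK293 T-REx cells expressing inducible, force-coupled D1 receptor; no-wash Ca dye, 30–90 min RT. Cmpd → 180 s read at 1 Hz → EC80 DA → 180 s read.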
# D2 agonist: agonists of human D2 dopamine receptor. P14416. HEK293 T-REx D2 cells, calcium flux agonist mode. activation, % at 2 µM. actives 0.53% (n = 340,000);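 active = activation over 3 SD above normal in the single-dose calcium agonist read, cut at about 30% in these data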; also: 0% is about no effect
#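 Agonism scored from kinetic calcium signal (1 read/sec, 180 s) following compound pin transfer, after a 10 s baseline. Cells: HEK293 Trex line expressing inducible D2 receptor coupled to calcium, dye-loaded after overnight culture at 30 C.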
# D2 potentiator: positively modulates the human D2 dopamine receptor allosterically; P14416; HEK293 T-REx D2, calcium flux, EC20 dopamine potentiation; potentiation, % at 10 µM; actives 0.34% (n = 340,000);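 active = potentiation over 3 SD above the plate norm, cut at about 30% in these data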; also: 0% is about no effect
#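 Tetracycline-induced HEK293 T-REx cells force-coupled to calcium signalling expressed D2; compounds were pin-added after a 10 s baseline, read kinetically 180 s, then an EC20 dopamine challenge followed with a further 180 s calcium read.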
# D1 ag: activates the human D1 dopamine receptor; P21728; HEK293 T-REx D1 cells, calcium flux, agonist mode; activation, % at 2 µM; actives 1% (n = 360,000); also: 0% is about no effect
#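 Agonism was scored from calcium flux recorded over 180 s (1 read/s) after pintool compound addition, following a 10-cycle baseline. Cells were inducible force-coupled HEK293 TREx D1, plated overnight at 30 C and loaded with no-wash calcium dye.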
# D1 potentiator: enhances dopamine response at the human D1 receptor. P21728. HEK293 TREx D1 cells, calcium flux, dopamine EC20 potentiation. potentiation, % at 10 µM. actives 0.036% (n = 360,000). AID 504651; in the data active = potentiation above about 30%; also: 0% is about no effect
# TRHR ag: activates the human TRH receptor; AID 493084; activation, % at 2 µM; actives 0.18% (n = 360,000); TRHR cells, calcium flux fluo-8, FDSS agonist mode; also: 0% is about no effect
#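 In this calcium-flux screen, cells bearing human TRHR are dye-loaded with fluo-8, baselined for 10 cycles, then exposed to library compounds; positive kinetic calcium responses during the agonist phase mark hits, with TRH as control.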
# D2 antagonist: D2 dopamine receptor (human) antagonism. HEK293 TREx D2 cells, calcium flux, dopamine EC80. inhibition, % at 10 µM. actives 2% (n = 340,000). AID 485344; in the data active = inhibition above about 30%; also: 0% is about no effect
#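 Overnight-induced (tetracycline, 30 C) HEK293 T-REx cells carrying force-coupled D2 receive a no-wash calcium dye, then compound, then EC80 dopamine at 180 s; signals are read kinetically throughout.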
# RXFP1 antagonist: RXFP1 (human) relaxin receptor antagonism | activity change, negative = inhibition, % at 57.5 µM | HEK293-RXFP1, relaxin-stimulated cAMP HTRF, 30 min; stronger effect = lower value | AID 1259400 | Q9HBX9 | actives 0.59% (n = 350,000);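 active = activity change of -60% or lower, but not beyond a set lower limit; inconclusive = change between -60% and -40%, or beyond the set limit; inactive = change above -40%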; also: % is scaled to controls: 0 for no effect and ±100 for the full control effect
# Target sequence (Q9HBX9 whole entry, looked up): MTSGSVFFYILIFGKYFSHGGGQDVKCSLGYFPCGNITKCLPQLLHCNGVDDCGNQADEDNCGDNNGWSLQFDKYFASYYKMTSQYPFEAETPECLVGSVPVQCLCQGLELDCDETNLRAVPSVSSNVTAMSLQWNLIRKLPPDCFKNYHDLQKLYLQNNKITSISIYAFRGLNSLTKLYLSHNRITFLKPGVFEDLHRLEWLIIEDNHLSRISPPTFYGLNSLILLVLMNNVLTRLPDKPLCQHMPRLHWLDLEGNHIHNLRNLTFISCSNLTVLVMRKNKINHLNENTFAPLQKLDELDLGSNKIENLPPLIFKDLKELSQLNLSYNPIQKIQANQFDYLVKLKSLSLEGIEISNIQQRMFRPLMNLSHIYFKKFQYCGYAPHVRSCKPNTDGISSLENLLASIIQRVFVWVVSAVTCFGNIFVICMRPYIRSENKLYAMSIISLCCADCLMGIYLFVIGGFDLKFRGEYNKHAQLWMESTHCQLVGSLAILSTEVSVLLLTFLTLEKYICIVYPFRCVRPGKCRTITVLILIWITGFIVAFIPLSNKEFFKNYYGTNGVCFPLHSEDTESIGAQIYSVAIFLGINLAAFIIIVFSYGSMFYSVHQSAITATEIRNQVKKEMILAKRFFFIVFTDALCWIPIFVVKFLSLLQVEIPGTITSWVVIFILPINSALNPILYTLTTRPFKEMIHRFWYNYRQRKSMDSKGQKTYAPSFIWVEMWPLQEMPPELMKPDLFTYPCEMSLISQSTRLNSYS
# TRHR PAM: allosterically enhances the human TRH receptor; enhancement, % at 2 µM; TRHR cells, fluo-8 calcium fluorescence, EC20 TRH enhancement; AID 493056; actives 0.66% (n = 360,000); in the data active = enhancement above about 30%; also: 0% is about no effect
#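 TRHR-expressing cells loaded with fluo-8 calcium dye were read kinetically (ex 480/em 530) during compound addition, then stimulated with an EC20 of TRH (10 nM final). Enhancement of the Gq-mediated intracellular calcium response was scored.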
# An asterisk follows results filed as active; ? = inconclusive; . = not tested or not shown; & = joins results of further samples. Rule as the data show it, unless noted: active = activation above about 30%; inactive = the rest.
[1] CCCN(CC(=O)Nc1ccccc1C)C(=O)CCNC(=O)c1ccccc1Cl
[2] COc1cccc(CNC(=O)CN2C(=O)COc3ccc(S(=O)(=O)N4CCCCC4)cc32)c1
[3] COc1ccc(CSCCNC(=S)Nc2ccccc2)cc1Cl
[4] CCn1c(=N)n(CC(=O)c2cccc(OC)c2)c2ccccc21
[5] COc1cccc(NC(=O)CSc2nc3ccccc3n2C)c1
[6] CC1(C)CC(=O)C(CC2=C(O)CC(C)(C)CC2=O)C(=O)C1

Compound	1	2	3	4	5	6
D1 antagonist	9	12&3	-33*	2	5&-17	-2
D2 agonist	1.6	0.3&1.2	-0.1	-0.9	0.2	0.4
D2 potentiator	4	3&-10	1	0	-3&1	-21
D1 ag	-2	0&2	18	1	2&5	0
D1 potentiator	-5	2&-4	-8	-5	-6&0	-5
TRHR ag	-0.4	-0.6&-0.2	-0.1	-0.3	-0.8&-0.6	-0.7
D2 antagonist	-25	24	7	-14	6	9
RXFP1 antagonist	4	11&7	-5	.	-1	5
TRHR PAM	-6	13&10	-3	12	-7&-1	4

[7] O=C(O)c1cccc2sc3cc(Cl)ccc3c(=O)c12
[8] Cc1ccc(OCCn2cnc(Cl)c2Cl)cc1
[9] COC(=O)c1ccc(C23CC4(C2)[C@H](CN(CC2CCCCC2)[C@@H]4c2ccccc2)C3c2ccccc2)cc1 (some centres not stated)
[10] CCOc1ccc(CCNC(=O)COC(=O)c2cc([N+](=O)[O-])ccc2N2CCOCC2)cc1OCC
[11] Cc1ccc2c(CC(=O)O)coc2c1C
[12] Cc1ccc(-c2nn(-c3ccccc3)c3[nH]c(=O)c(CNCCN(C)C)cc23)cc1

Compound	7	8	9	10	11	12
D1 antagonist	.	3	-15	3	5	-17
D2 agonist	0.7	.	0.1	-0.2	0.0	0.0
D2 potentiator	2	.	-5	13	1	-15
D1 ag	-2	3	4	1	4	2
D1 potentiator	-3	-3	-3	3	-6	11
TRHR ag	-0.2	-0.3	0.0	-2.3	-0.5	0.4
D2 antagonist	20	.	-23	-11	-19	-2
RXFP1 antagonist	.	-7	.	12	4	.
TRHR PAM	5	3	1	1	19	5

[13] Cc1cc(C)cc(NC(=O)C(=O)NCC(c2cccnc2)N2CCc3ccccc3C2)c1 (configuration not stated)
[14] Cc1cc(C)n(C)c(=O)c1C#N
[15] Nc1ccc2nc(-c3ccccc3)sc2c1
[16] O=C(Nc1nncs1)c1ccc(F)c(S(=O)(=O)N2CCCCC2)c1
[17] Oc1ccc(C2C(c3ccccc3)=NN=C(c3ccc(Cl)cc3)N2O)c(O)c1 (configuration not stated)
[18] Cc1ccc2c(c1)c1c(c(=O)n(-c3ccccc3C)c(=O)n1CC(=O)N1CCCC1)n2C

Compound	13	14	15	16	17	18
D1 antagonist	-5	0	-22	10	11	2
D2 agonist	-1.2	8.4	-0.8	0.6	1.1	0.7
D2 potentiator	8	10	-7	2	6	-2
D1 ag	1	3	0	6	4	0
D1 potentiator	-1	6	-6	-5	-3	0
TRHR ag	0.2	0.0	0.3	0.7	0.4	0.1
D2 antagonist	.	-8	26	-6	1	.
RXFP1 antagonist	-15	11	5	4	-4	.
TRHR PAM	2	-2	-5	2	4	0

[19] CCOC(=O)c1sc(NC(=S)NC(=O)c2ccccc2)nc1C
[20] Cc1nc2sccn2c(=O)c1S(=O)(=O)Nc1cc(C(F)(F)F)ccc1Cl
[21] Cc1cccc(C(=O)N2CCc3cc(CNC(=O)c4ccnn4C)ccc32)c1
[22] CN=C(C)/C(C(=O)OC)=C(/O)c1ccccc1F
[23] Cc1cn(C)c(CC(=O)Nc2cccc(Cl)c2C)c1C(=O)O
[24] COc1ccc(/C=N/Nc2cc(N3CCCC3)nc(N3CCCC3)n2)cc1

Compound	19	20	21	22	23	24
D1 antagonist	-4	-25	-36*	19	8	-1
D2 agonist	0.1	-0.7	-0.8	0.7	-0.4	-0.5
D2 potentiator	20	-2	11	-2	6	-1
D1 ag	4	0	16	1	2	1
D1 potentiator	-12	-3	-3	-1	-4	-8
TRHR ag	-0.1	0.0	-0.5	0.5	0.3	3.2
D2 antagonist	-7	.	.	4	.	-25
RXFP1 antagonist	-3	-19	-2	5	-13	-15
TRHR PAM	18	-4	2	5	0	17

[25] Cc1cc2ccccn2c1C(=O)c1ccc(NN)c([N+](=O)[O-])c1
[26] Cc1nnc(SCc2nc3sc4c(c3c(=O)[nH]2)CCCC4)[nH]c1=O
[27] CCOCCn1c(CC)nc2ccccc21
[28] O=C1NC(Nc2ccccn2)(C(F)(F)F)C(=O)N1c1ccc(F)cc1 (configuration not stated)
[29] CCOc1ccccc1C(=O)OCC(=O)NCC1CCCO1 (configuration not stated)
[30] O=C(Nc1cc(Cl)cc(Cl)c1)C1CCCC1

Compound	25	26	27	28	29	30
D1 antagonist	17	-6	-4	-25	-7	6
D2 agonist	-0.3	0.8	-0.3	3.0	0.2	-0.1
D2 potentiator	10	-3	16	-4	-12	-4
D1 ag	-4	9	3	3	4	4
D1 potentiator	-4	10	-7	-4	.	-5
TRHR ag	0.0	0.6	-0.5	6.7	-0.3	0.0
D2 antagonist	14	11	7	8	9	-6
RXFP1 antagonist	-9	-17	-38	9	2	-15
TRHR PAM	1	-1	-8	-1	1	-5

[31] Cc1ccc(Nc2nnns2)cc1
[32] CC(C)[C@H](NC(=O)N1CCn2c1nc1ccccc12)C(=O)NCCc1ccccc1
[33] CC1CCCN(C(=O)c2ccc(NS(=O)(=O)c3ccc4[nH]c(=O)[nH]c4c3)cc2)C1 (configuration not stated)
[34] CCCCN(CC)C(=O)c1ccc2c(c1)NC(=O)c1ccccc1S2
[35] Cc1ccc(Nc2c(-c3ccc(C)cc3)nc3ccc(C)cn23)cc1
[36] COc1ccc(NC(=O)c2cc(S(=O)(=O)N3CCCCC3)ccc2OC)cc1

Compound	31	32	33	34	35	36
D1 antagonist	-12	-9	2	-45*	4	-28
D2 agonist	1.1	0.7	0.2	0.5	-0.1	-0.2
D2 potentiator	-15	-5	1	12	.	7
D1 ag	4	3	0	3	1	5
D1 potentiator	-4	-3	-4	0	3	-3
TRHR ag	-1.5	0.4	-0.3	-0.5	0.1	0.2
D2 antagonist	6	1	-21	.	.	13
RXFP1 antagonist	-6	-1	9	1	-10	3
TRHR PAM	7	-4	5	-12	-3	-1

[37] Cc1noc(C)c1C(=O)OCC(=O)NCCC1=CCCCC1
[38] Cc1ccc(NC(=O)C2(S(=O)(=O)c3ccc(Cl)cc3)CC2)c(Br)c1
[39] COc1ccccc1CNC(=O)N[C@@H](Cc1ccccc1)C(=O)O
[40] O=C(N/N=C/c1cccnc1)c1ccc2c(c1)OCCO2
[41] CCOC(=O)/C=C/C(=O)Nc1cccc([N+](=O)[O-])c1
[42] CCOC(=O)c1c(C=O)c2sc(C)cc2n1C

Compound	37	38	39	40	41	42
D1 antagonist	8	0	-11	-1	-15	9
D2 agonist	0.8	-0.6	-0.1	-0.3	-1.4	0.3
D2 potentiator	1	20	0	5	15	8
D1 ag	0	4	-1	7	4	1
D1 potentiator	4	.	-3	-4	-5	8
TRHR ag	-0.7	-1.3	-0.7	-0.5	-0.5	-0.9
D2 antagonist	17	-10	37*	0	15	43*
RXFP1 antagonist	-7	-7	-2	0	?	18
TRHR PAM	2	1	-3	26	-1	7

[43] CCCN(CCC)C(=O)Cn1c(=O)n(-c2cccc(OC)c2)c(=O)c2c(C)c(C(=O)N(C)C)sc21
[44] O=C(NC1Cc2ccccc2C1)c1cc(COc2cccc(C(F)(F)F)c2)on1
[45] CC(/C=C/c1ccccc1)=N/NC(=O)CNC(=O)c1ccc2c(c1)OCO2
[46] CCCCn1c(C(C)NC(=O)c2ccccc2)nc2ccccc21 (configuration not stated)
[47] CC(=O)Cc1nsc(Nc2cccc(C)c2)n1
[48] COc1ccc(C)cc1NC(=O)Nc1cccc(C)c1

Compound	43	44	45	46	47	48
D1 antagonist	9	5	0	-1	-14	-4
D2 agonist	.	2.9	-0.5	.	0.1	0.3
D2 potentiator	0	-8	-11	14	0	-24
D1 ag	3	15	3	3	7	0
D1 potentiator	-2	-3	-1	1	-3	9
TRHR ag	0.0	4.1	0.9	-0.4	0.1	0.1
D2 antagonist	.	0	-1	.	-6	-2
RXFP1 antagonist	-10	-19	-16	.	11	-6
TRHR PAM	0	8	2	-2	5	4

# 5 compounds from above, reduced to D1 potentiator and D1 antagonist:
no.	structure	D1 potentiator	D1 antagonist
43	CCCN(CCC)C(=O)Cn1c(=O)n(-c2cccc(OC)c2)c(=O)c2c(C)c(C(=O)N(C)C)sc21	-2	9
46	CCCCn1c(C(C)NC(=O)c2ccccc2)nc2ccccc21 (configuration not stated)	1	-1
47	CC(=O)Cc1nsc(Nc2cccc(C)c2)n1	-3	-14
45	CC(/C=C/c1ccccc1)=N/NC(=O)CNC(=O)c1ccc2c(c1)OCO2	-1	0
44	O=C(NC1Cc2ccccc2C1)c1cc(COc2cccc(C(F)(F)F)c2)on1	-3	5

# (listing goes on)
[49] CC(C)(C)NC(=O)C(=O)NNC(=O)COc1ccccc1
[50] COc1ccc(S(=O)(=O)N(C)CC(=O)NCCN2CCOCC2)cc1C
[51] Cc1cc(S(=O)(=O)NCCCn2ccnc2)c(C)cc1Cl
[52] COc1ccc(-c2nc(C#N)c(NC(C)c3ccccc3)o2)cc1OC (configuration not stated)
[53] CO/N=C/C=C1/N(C)c2ccccc2C1(C)C
[54] CC(C)N1CC(C(=O)Nc2cccc([N+](=O)[O-])c2)CC1=O (configuration not stated)

Compound	49	50	51	52	53	54
D1 antagonist	-1	-8	-18	-5	-7	2
D2 agonist	1.5	0.2	0.7	-2.1	.	.
D2 potentiator	-25	1	-3	-2	.	.
D1 ag	2	5	-2	1	-3	2
D1 potentiator	-4	.	0	-4	4	-14
TRHR ag	1.9	-0.5	0.6	-1.2	-1.6	0.5
D2 antagonist	9	7	0	-2	.	.
RXFP1 antagonist	23	-3	9	7	15	7
TRHR PAM	24	3	-1	-6	-2	6

[55] CCc1cccc(CC)c1-n1c(SCc2cc(=O)n3ccsc3n2)nnc1-c1cccnc1
[56] CC(=O)N1CCc2cc(S(=O)(=O)CCC(=O)NCc3cccs3)ccc21
[57] COc1ccc(OCCn2cc(C(=O)c3ccco3)c3ccccc32)cc1
[58] CCCCNC(=O)c1cc2c(=O)n3cccc(C)c3nc2n(Cc2ccccc2)c1=N
[59] CC(=O)Nc1ccc(NC(=O)CSC2=NCCS2)cc1
[60] COC(=O)c1scc(-c2ccc(C)cc2)c1S(=O)(=O)N1CCN(c2ccc(C)cc2C)CC1
[61] C=CCn1c(CCSCc2ccc(OC)c(C)c2)n[nH]c1=S

Compound	55	56	57	58	59	60	61
D1 antagonist	-13	-2	-13	4	1	14	-14
D2 agonist	-0.1	0.5	.	0.0	-0.4	0.1	-1.4
D2 potentiator	-1	2	9	5	8	5	5
D1 ag	5	0	14	-1	3	5	16
D1 potentiator	-2	0	-2	3	2	1	3
TRHR ag	-0.9	-0.3	1.8	-1.6	-0.1	0.5	-1.2
D2 antagonist	4	6	.	13	20	.	-14
RXFP1 antagonist	23	3	-23	-7	.	.	-4
TRHR PAM	-1	8	-11	6	-1	-1	3

# Screening data from PubChem BioAssay.
